E-sel TNF inh – blocks E-selectin expression induced by TNF alpha; inhibition, % at 2 µM; HUVEC TNFa-induced E-selectin immunofluorescence, high content; AID 1246; actives 0.71% (n = 120,000);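 active = inhibition above the batch mean plus 3 SD, and confirmed as a hit on visual image review, cut at about 43% in these data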;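 note: 0% = TNF-stimulated DMSO wells and 100% = unstimulated control wells; not every result past the cut was called active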
HCT116 PTEN-null – suppresses growth of cells with PTEN deletion | HCT116 PTEN-null viability, CellTiter-Glo, 60 h; active compounds read low | viability, % at 10 µM | actives 1.2% (n = 140,000);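 active = viability at or below a set limit, 4 SD under the median of all tested compounds, cut at about 3.7% in these data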;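 note: PTEN knockout HCT116 line with beta catenin targeted HCT116 as companion control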
bCat KO growth – beta-catenin-lacking colon tumor cell growth suppression; HCT116 beta-catenin knockout viability, CellTiter-Glo, 60 h; active compounds read low; AID 818; viability, % at 10 µM; actives 1.5% (n = 140,000);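 active = viability at or under a set limit, the compound median less 4 SD, cut at about 6% in these data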;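 note: 0% = Hyamine 1622 control at 20 µM and 100% = untreated cell control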
BB579 growth dn – reduces growth of yeast BB579 in restrictive medium. S. cerevisiae BB579 growth, OD615, 48 h. inhibition, % at 10 µM. actives 0.51% (n = 140,000). AID 804;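 active = inhibition above a set limit, 3 SD over the mean compound inhibition, cut at about 44% in these data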; note: inactives centre near -24
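Test system: Saccharomyces cerevisiae DeaD strain BB579, replicative lifespan model yeast | Buffer or medium: Restrictive CSMM-D medium | Doses: One dose, 10 µM compound with 0.25% DMSO | Incubation: 48 h exposure, 30 °C | Detection: Culture absorbance at 615 nm | Control set: Amphotericin B at 10 µg/mL as positive control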
GALR2 blocker – blocks the human galanin receptor 2; actives 0.39% (n = 140,000); AID 828; inhibition, % at 4 µM; GALR2-expressing cells, antagonist mode; O43603; in the data active = inhibition above about 27%;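 note: cells stimulated with galanin 1-16 at roughly its EC80; 0% = agonist challenge control and 100% = basal control without agonist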
Target sequence (O43603 whole entry, looked up): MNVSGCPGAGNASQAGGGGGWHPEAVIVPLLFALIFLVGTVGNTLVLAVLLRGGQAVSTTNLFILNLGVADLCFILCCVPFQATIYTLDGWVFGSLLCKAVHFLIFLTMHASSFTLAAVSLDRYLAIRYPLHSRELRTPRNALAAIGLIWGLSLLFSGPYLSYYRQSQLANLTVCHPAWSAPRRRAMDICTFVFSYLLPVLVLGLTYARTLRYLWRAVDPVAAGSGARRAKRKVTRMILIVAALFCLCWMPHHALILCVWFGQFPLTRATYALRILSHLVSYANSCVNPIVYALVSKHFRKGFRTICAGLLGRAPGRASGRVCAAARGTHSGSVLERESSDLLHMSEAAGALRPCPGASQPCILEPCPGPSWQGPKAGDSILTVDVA
Yeast lifespan up – yeast lifespan extension | S. cerevisiae growth with nicotinamide, OD615; deaD strain in restrictive glucose medium | AID 775 | inhibition of the nicotinamide effect, % at 10 µM | actives 0.68% (n = 130,000);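 active = inhibition above a set limit, placed 3 SD over the median of all compounds, cut at about 26% in these data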;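 note: 0% = nicotinamide-treated wells and 100% = cells grown without nicotinamide; some compounds called inactive have numbers as strong as hits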
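System: DeaD-strain S. cerevisiae / Buffer or medium: CSMM-D, restrictive glucose (dextrose) synthetic minimal medium / Probe or stimulus: nicotinamide, 1.5 mM, co-present with compound / Compound: one concentration, 10 µM, DMSO 0.25% / Incubation: 48 h compound exposure at 30 °C, humidified / Technique: optical density (absorbance) at 615 nm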
NPY Y2 blocker – antagonists of human neuropeptide Y receptor Y2; P49146; NPY-Y2 expressing cells, antagonist mode; inhibition, % at 2.7 µM; actives 0.99% (n = 140,000); AID 793; in the data active = inhibition above about 17%;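 note: 0% = vehicle with agonist challenge and 100% = reference antagonist with challenge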
Target sequence (P49146 whole entry, looked up): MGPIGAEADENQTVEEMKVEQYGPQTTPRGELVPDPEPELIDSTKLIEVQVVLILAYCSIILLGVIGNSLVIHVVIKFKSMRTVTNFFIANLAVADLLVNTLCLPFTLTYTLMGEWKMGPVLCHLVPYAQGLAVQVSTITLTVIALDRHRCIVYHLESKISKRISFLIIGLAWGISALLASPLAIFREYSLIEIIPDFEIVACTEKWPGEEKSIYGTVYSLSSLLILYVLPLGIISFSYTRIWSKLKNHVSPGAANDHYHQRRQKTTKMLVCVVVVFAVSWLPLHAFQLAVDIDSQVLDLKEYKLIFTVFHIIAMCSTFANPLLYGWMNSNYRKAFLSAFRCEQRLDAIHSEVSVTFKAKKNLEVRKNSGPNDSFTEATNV
Phagocyt inh – macrophage phagocytosis inhibition; inhibition, % at 5 µM; actives 0.07% (n = 110,000); J774A.1 macrophage IgG-bead phagocytosis, imaging; AID 1029;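 active = inhibition above the mean of the plate negative controls plus 5 SD, cut at about 13% in these data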;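 note: phagocytic index as fraction of beads internalized from green versus red external bead signal; plate controls were DMSO negative control for no effect and cytochalasin-D positive control for full effect; some results beyond the cut were filed as inactive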
MRP-1 activ – activators of MRP-1; actives 0.61% (n = 140,000); H69AR cells + doxorubicin, viability rescue, CellTiter-Glo; viability increase, % at 10 µM;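 active = viability gain under doxorubicin at or above a set limit, the compound median plus 3 SD, cut at about 4.7% in these data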;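 note: MRP-1 overexpressing cells given doxorubicin 25 µM after compound pretreatment; 18-22 h compound pretreatment then 72 h with doxorubicin before readout; 0% = doxorubicin-only wells and 100% = vehicle-treated cells without doxorubicin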
Measles CPE – protection of cells from measles virus; Measles virus-infected cells, CPE protection, absorbance; protection (pct of control), % at 4 µM; actives 1.5% (n = 140,000); AID 841; in the data active = protection mostly above about 24%, no sharp cut-off; inactive = mostly below about 26%; note: some compounds called inactive have numbers as strong as hits
* hit, by the source's call; · = not tested or not shown.

SMILES	E-sel TNF inh	HCT116 PTEN-null	bCat KO growth	BB579 growth dn	GALR2 blocker	Yeast lifespan up	NPY Y2 blocker	Phagocyt inh	MRP-1 activ	Measles CPE
Cc1cc(C)nc(N2CCCC(C(=O)Nc3nc4ccc(S(C)(=O)=O)cc4s3)C2)n1 (centres undefined)	-16	52	56	-46	3	-11	4	0	-1.4	11
COc1ccc(C2=NNC(c3cccs3)=Nc3ccc(OC)cc32)cc1	74*	87	89	-45	23	·	4	·	-4.7	14
COC(=O)C1=C(N)Oc2cc(C)n(CC3CCCO3)c(=O)c2C1c1ccccc1OC (centres undefined)	-22	97	84	-31	-21	-18	3	·	-0.6	23
CC(C)C(=O)NC(C)C(c1cccs1)N1CCN(c2ccccc2)CC1 (centres undefined)	-27	91	96	-34	2	·	4	·	1.1	7
c1ccc(Cn2ccnc2-c2ccco2)cc1	-37	92	92	-67	3	-12	2	0	-0.8	10
CCOC(=O)c1c(NC(=O)Cn2cc([N+](=O)[O-])cn2)sc2c1CCC2	5	86	83	-31	-10	-3	1	-2	-0.8	9
CC(=O)Nc1cccc(NC(=O)Nc2ccc(C(C)=O)cc2)c1	-4	98	96	-88	-14	-11	-4	1	0.0	44*
Cc1nnc2n(C3CCCCC3)c(=O)c3c4c(sc3n12)CCC4	·	104	96	2	10	-7	-1	-1	-2.9	2
CC(C)(C)C(=O)Nc1cc(NC(=O)C(C)(C)C)cc(C(=O)Nc2cc(C(=O)O)cc(C(=O)O)c2)c1	·	100	90	-24	-2	-3	-2	7	-2.4	8
C/C(=N/NC(=O)c1cccs1)c1ccc(NC(=O)COc2ccc(Cl)cc2)cc1	0	94	95	-32	3	-12	0	1	-0.5	19
Cc1ccccc1C(C(=O)NCc1ccccc1)N(Cc1ccco1)C(=O)c1ccccn1 (centres undefined)	24	85	83	4	4	-7	5	·	-3.5	1
COc1ccc(CCNC(=O)CSc2nn(-c3ccccc3)c(=S)s2)cc1OC	·	87	93	-2	3	0	3	·	-0.6	20
Cc1cc(Br)c(S(=O)(=O)NCCN2CCOCC2)cc1C	·	99	83	-5	-4	-5	4	0	-1.7	9
CCNC(=O)C1CCCN1S(=O)(=O)c1ccc(C)cc1 (centres undefined)	8	100	93	15	-6	·	3	·	-0.6	18
CCOP(=O)(c1ccccc1)C1(O)CCCCC1 (centres undefined)	11	90	91	-30	1	-2	-1	-1	0.1	3
CCOc1ccc2nc(NCCNC(=O)CC)c(C#N)cc2c1	-20	84	87	-10	15	-14	1	-1	-1.4	32
Cc1cc(=O)oc(C)c1C(=O)NCc1ccco1	·	103	90	12	8	-22	1	·	-0.5	0
NC(=O)CCN1CCN(CCOC2Cc3cc(Cl)ccc3Sc3ccccc32)CC1 (centres undefined)	1	62	66	-12	-4	-1	4	-6	-4.8	9
COc1ccc(Cn2c(=O)[nH]c3cc(C(=O)Nc4ccc(N5CCN(C)CC5)cc4)ccc32)cc1	·	56	63	-24	-9	-4	10	-3	-2.9	11
Cc1ccc(S(=O)(=O)Cn2nnnc2C(C(C)C)N2CCN(c3nc4ccccc4s3)CC2)cc1 (centres undefined)	0	76	68	-22	-7	·	-1	·	-0.8	14

A section from further up, for reference:
SMILES	E-sel TNF inh	HCT116 PTEN-null	bCat KO growth	BB579 growth dn	GALR2 blocker	Yeast lifespan up	NPY Y2 blocker	Phagocyt inh	MRP-1 activ	Measles CPE
Cc1cc(Br)c(S(=O)(=O)NCCN2CCOCC2)cc1C	·	99	83	-5	-4	-5	4	0	-1.7	9
CCNC(=O)C1CCCN1S(=O)(=O)c1ccc(C)cc1 (centres undefined)	8	100	93	15	-6	·	3	·	-0.6	18

(next part)
SMILES	E-sel TNF inh	HCT116 PTEN-null	bCat KO growth	BB579 growth dn	GALR2 blocker	Yeast lifespan up	NPY Y2 blocker	Phagocyt inh	MRP-1 activ	Measles CPE
CC(C)(C)OC(=O)N1CCC(C(=O)N[C@H](Cc2ccccc2)C(=O)O)CC1	0	107	110	-23	2	25	4	0	0.5	8
CCCc1ccc(-c2ccc(F)c(N)c2)nc1	·	·	99	-45	2	-14	0	·	1.0	9
CC1CCCCN1CCNc1nc(=S)[nH]c2ccccc12 (centres undefined)	·	100	94	-47	-6	-2	3	-2	-3.2	1
CC1CCC(C(=O)NC(C(=O)N2CCC(N3CCCCC3)CC2)C(C)C)CC1 (centres undefined)	·	108	89	-28	2	-9	2	·	-1.0	14
CCOc1ccc2nc(SCC(=O)N3CCCc4ccccc43)sc2c1	37	88	88	-54	-5	-9	6	·	2.2	13
CCN1CCc2c(C#N)c(NCc3ccccc3)nc(N(CC)CC)c2C1	6	68	67	13	0	-4	13	0	-3.8	4
CC(O)[C@H](NC(=O)C1(c2ccccc2)CCN(C(=O)OC(C)(C)C)CC1)C(=O)O (some centres undefined)	4	81	87	-31	0	-9	3	0	-1.4	16
CC(C)N1C(=S)SC(C)(C)C1n1oc(=O)n(-c2ccc(Cl)c(Cl)c2)c1=O (centres undefined)	5	87	91	-30	-9	·	0	·	0.5	12
COc1ccccc1/C=N/NC(=O)c1[nH]c(C)c(C(=O)N/N=C/c2ccccc2OC)c1C	·	104	101	-15	13	-1	2	-11	-2.7	14
COC(=O)C(NC(=O)Nc1ccccc1OC)C(C)C (centres undefined)	·	99	89	-43	6	-17	-2	-1	-0.4	23
COc1ccccc1CNS(=O)(=O)c1ccc2[nH]cc(C(=O)O)c(=O)c2c1	-8	103	108	-22	7	-17	2	·	1.3	17
Oc1c(C=Nc2cccnc2)sc2ccccc12	-18	94	109	-6	10	-16	0	-4	-2.6	4
COc1ccc(N(CC(=O)NC2CCCCC2)C(=O)CNC(=O)c2ccco2)c(OC)c1	-34	94	95	-27	-11	·	2	·	-2.4	4
Cc1ccc(NC(=S)NCc2ccc3c(c2)OCO3)c(C)c1	-28	96	83	-18	-8	-13	21*	0	-4.9	5
COC(=O)c1sccc1NC(=O)CSc1ccccc1NS(=O)(=O)c1ccc(Br)cc1	·	68	63	-25	7	-7	0	0	-1.6	6
COc1ccc(C)cc1S(=O)(=O)N(CC(=O)O)c1ccccc1	14	100	90	1	-12	-2	1	-2	-1.3	18
Cc1nc2ccccc2nc(C)c1=NOCc1ccc(C#N)cc1	·	97	89	-4	4	9	2	-7	-2.8	18
CNC(=O)c1cccnc1Nc1cccc(C(F)(F)F)c1	-20	72	78	-8	4	-9	-1	-3	-0.3	15
O=C(Cc1cccs1)Nc1nc2c(s1)CCCC2	7	80	79	-23	1	-14	2	1	0.0	93*
OCc1nn2c(c1Br)NC(c1ccccc1)CC2C(F)(F)F (centres undefined)	16	41	36	-10	-4	-13	4	1	-3.5	5
CCn1c(SCC(=O)NCc2ccc(C)cc2)nnc1-c1ccncc1	·	97	98	8	-9	-7	2	3	-1.8	14
CC(=O)Nc1ccc(NC(=O)Oc2ccccc2)cc1	35	98	87	-10	-1	-22	4	0	-0.8	13
CCN(CC)c1nc(Nc2ccccc2)nc(Oc2ccc(=O)[nH]n2)n1	-10	97	103	-77	13	-15	0	1	-0.5	9
O=C(CCc1ccc(S(=O)(=O)N2CCOCC2)cc1)N1CCN(Cc2ccc3c(c2)OCO3)CC1	5	88	84	-62	-6	-8	-3	0	-1.9	25
Cc1c(Cl)cccc1N=Cc1ccc([N+](=O)[O-])s1	-33	32	9	57*	4	-30	7	·	-5.1	6
Nc1cc(C2CCCC2)nn1-c1ccccc1	·	67	67	31	12	-11	0	0	0.1	16
O=C(Nc1ccccc1Cc1ccccc1)c1oc2ccccc2c1COc1ccccc1	·	80	78	-65	7	9	6	-4	-0.9	3
CCOc1ccc(C(=O)N2CCN=C2SC)cc1OCC	·	102	101	-15	-8	-7	6	-2	0.7	17
COC(=O)c1nnn(-c2nonc2N)c1CN1CCc2ccccc21	-15	88	92	0	19	-10	5	0	-2.0	6
COc1cccc(C2c3c(oc4ccccc4c3=O)C(=O)N2CCCN2CCOCC2)c1 (centres undefined)	-1	82	85	-2	5	8	1	·	-1.3	14
O=C(c1cc(-c2ccco2)on1)N1CCN(C(c2ccccc2)c2ccccc2)CC1	·	74	85	-33	12	-4	7	-2	-0.6	17
COc1ccc(OCC(=O)N/N=C/c2ccsc2)cc1	·	105	96	-5	18	-9	1	-3	1.9	16
ClC(=C\c1ccccc1)/C=N/N1CCN(c2ccccn2)CC1	-50	90	94	6	-2	-9	6	0	-1.2	4
N#Cc1ccc(N2CCN(C(=O)c3cccc(F)c3)CC2)c(F)c1	-17	89	88	3	5	-11	1	0	-0.9	5
Cc1ccnc(SCCn2c(N3CCN(c4ccccc4)CC3)nc3c2c(=O)[nH]c(=O)n3C)n1	-15	74	90	10	6	-11	0	0	-3.3	18
CCn1c(C(=O)NCCCN2CCc3ccccc3C2)cc2sccc21	7	60	51	-22	8	-12	6	-1	-4.1	17
CCc1nc2ccccc2n1CC(C)C(=O)O (centres undefined)	14	93	96	-34	11	·	0	·	-1.7	20
O=C(COC(=O)CNC(=O)c1ccccc1F)Nc1ccc2c(c1)OCCO2	11	94	93	-22	-1	-6	-1	-1	-1.3	14
COC(=O)c1cccc(-n2c(C)cc(C=O)c2C)c1	·	88	91	-13	-11	4	6	1	-2.0	5
CCn1c(CSc2nc3ccccc3s2)nc2ccccc21	15	78	71	-16	-14	-5	13	0	-0.7	7
O=C(NCCNC(=O)c1cc(OCC(F)(F)F)ccc1OCC(F)(F)F)Nc1ccc(OC(F)(F)F)cc1	11	63	59	-44	2	-4	1	·	-3.7	11
Oc1c(CN2CCc3ccccc3C2)cc(Cl)c2cccnc12	12	3.0*	2.9*	99*	7	-15	3	0	-6.3	2
CCCNC(=O)c1ccc(CN2CCc3ccccc3C2)cc1	5	87	87	-27	15	·	2	·	-1.6	17
CC1(c2ccc(Cl)cc2Cl)OCC(Cn2ccnc2)O1 (centres undefined)	13	57	71	-36	2	9	1	0	-2.2	4
CCOc1ccc(-n2c(Cc3cc(=O)[nH]c(=O)[nH]3)nnc2SCC(=O)NC2CCCC2)cc1	·	92	103	4	-9	-2	2	-1	-2.7	5
CCOC(=O)C(=CNCC(=O)OC)C(=O)OCC	34	109	95	-23	-10	-8	1	-1	0.1	2
COC(=O)c1oc2ccccc2c1-n1cccc1	-17	100	110	-18	7	-21	12	0	-0.4	4
Cc1ccc(NC(=S)N(Cc2cccs2)Cc2cc3cc(C)ccc3[nH]c2=O)cc1	6	81	77	-39	6	3	2	-12	-0.9	9
Oc1ccccc1C=NC(c1ccccc1)C(O)c1ccccc1 (centres undefined)	·	106	89	-6	-13	-1	-2	3	-2.7	30
O=C(CSc1ncccn1)N1CCN(C(c2ccccc2)c2ccccc2)CC1	·	116	107	-18	0	0	-1	0	-0.2	17
CCS(=O)(=O)NCC(c1ccco1)N1CCN(c2ccc(F)cc2)CC1 (centres undefined)	5	97	91	-35	-2	5	0	8	-1.2	2
O=C(Cc1ccccc1)n1nc(-c2ccccc2)nc1NCc1ccco1	-3	102	104	21	-3	-8	5	0	-2.2	19
O=C(c1cccc(F)c1)N1CCN(C(=O)c2nn3cccnc3c2Cl)CC1	18	97	103	12	6	-4	0	1	0.5	19

From PubChem
